# TDP2 absorb: TDP2 (human) inhibition, absorbance primary screen; O95551; recombinant TDP2, T5PNP hydrolysis, p-nitrophenol absorbance 415 nm; inhibition, % at 12.8 µM; 370,000 compounds, 0.34% hits;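 active = inhibition above the mean of all tested compounds plus 3 SD, set per campaign, cut at about 25% in these data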;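 note: 0% = DMSO with enzyme and 100% = buffer with substrate but no TDP2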
#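 Evaluation: % inhibition relative to enzyme-containing and enzyme-free wells. Material: recombinant human TDP2. Benchmarks: enzyme-free and DMSO wells. Timing: enzyme reaction with compound for 2 h at 37 °C. Compound dosing: 12.8 µM only. Measured by: p-Nitrophenol epi absorbance. Reagent: T5PNP substrate at 5 mM, a TopII-DNA adduct mimic. Replication: single well per compound.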
# LEDGF integ inh: blocks HIV-1 LEDGF/p75-dependent DNA integration; 370,000 compounds, 0.64% hits; TR-FRET IN-LEDGF/p75 DNA integration, Eu/Cy5; inhibition, % at 3.7 µM; AID 743269;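 active = inhibition above the screen-wide mean plus 3 SD, cut at about 13% in these data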;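 note: signal is the Cy5 over europium emission ratio at 671 and 618 nm; 0% = plate median of compound wells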
# UHRF1 MBD2 ctr: blocks human UHRF1 binding to methylated DNA. inhibition, % at 4.4 µM. 370,000 compounds, 0.75% hits. AID 687016. Q96T88. UHRF1 binding to methylated oligo, TR-FRET; in the data active = inhibition above about 21%;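 note: UHRF1 SRA domain binding a hemimethylated CpG hairpin DNA probe; 0% = median of test compound wells and 100% = reference inhibitor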
# Target sequence (Q96T88 whole entry, looked up, the tested form may be a part): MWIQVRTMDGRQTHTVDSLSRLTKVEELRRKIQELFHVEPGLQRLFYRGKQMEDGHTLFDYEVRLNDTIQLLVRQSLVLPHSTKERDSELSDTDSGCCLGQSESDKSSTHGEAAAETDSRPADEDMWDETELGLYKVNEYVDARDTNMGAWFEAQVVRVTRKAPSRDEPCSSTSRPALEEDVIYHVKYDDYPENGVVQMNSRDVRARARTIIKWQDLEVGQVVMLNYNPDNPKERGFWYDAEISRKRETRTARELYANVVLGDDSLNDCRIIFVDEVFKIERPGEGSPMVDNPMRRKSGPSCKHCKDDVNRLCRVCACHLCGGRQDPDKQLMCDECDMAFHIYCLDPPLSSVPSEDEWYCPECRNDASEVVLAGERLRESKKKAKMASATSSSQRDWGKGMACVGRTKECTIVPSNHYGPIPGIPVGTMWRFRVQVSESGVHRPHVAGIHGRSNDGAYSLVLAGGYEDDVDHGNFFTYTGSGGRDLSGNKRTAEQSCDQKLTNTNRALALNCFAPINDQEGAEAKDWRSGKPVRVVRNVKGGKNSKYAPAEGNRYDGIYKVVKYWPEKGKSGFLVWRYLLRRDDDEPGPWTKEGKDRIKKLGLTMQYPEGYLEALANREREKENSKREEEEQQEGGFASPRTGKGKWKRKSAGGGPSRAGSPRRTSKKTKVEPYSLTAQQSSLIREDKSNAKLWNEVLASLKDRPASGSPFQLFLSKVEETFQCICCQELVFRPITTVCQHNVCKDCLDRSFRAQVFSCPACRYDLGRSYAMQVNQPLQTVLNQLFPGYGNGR
# HTRA1 inhibitor: blocks human HTRA1 serine peptidase. recombinant HTRA1, FP-rhodamine activity-based probe, fluorescence polarization. inhibition, % at 5.96 µM. 340,000 compounds, 0.5% hits. AID 504803; in the data active = inhibition above about 36%;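 note: 0% = enzyme with DMSO and 100% = wells lacking enzyme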
# PG9 binder: small molecules binding HIV-1 gp120 antibody PG9; inhibition, % at 6.7 µM; 360,000 compounds, 0.43% hits; AID 624416; TR-FRET gp120-PG9 antibody binding; in the data active = inhibition above about 8.5%
# PRMT1 FP inh: inhibitors of human PRMT1. Q99873. recombinant PRMT1, activity-based probe fluorescence polarization. 370,000 compounds, 1.3% hits. inhibition, % at 2.79 µM;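 active = inhibition above about 21% made by adding two undisclosed values, limit read from the data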
# Tn7 DDE FP: disrupts Tn7 cyclic peptide binding to fibrin D-Dimer-E complex | 370,000 compounds, 0.13% hits | FP displacement of FITC-Tn7 peptide from fibrin DD(E); 0% = median of compound wells per plate | inhibition, % at 8.3 µM | P02675;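 active = inhibition above the mean of compounds falling within the control limits plus 3 SD of them, cut at about 14% in these data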;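 note: 0% = plate median of compound wells and 100% = 10 µM Aha-Tn7 peptide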
#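 Test system: human clot-derived fibrin DD(E) complex / Quantity: 2 µM final DD(E) protein / Incubation: 10 min plus 3 h, room temperature / Measured by: fluorescence polarization / Benchmarks: high control of 10 µM Aha-Tn7 peptide / Replicates: singlicate testing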
# SIAE primary: blocks human sialic acid acetylesterase | AID 1053197 | inhibition, % at 9.66 µM | Q9HAT2 | 370,000 compounds, 0.69% hits | SIAE FP-Rh probe binding, fluorescence polarization;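 active = inhibition above a cutoff: mean of compounds within the control limits plus 3 SD of those, cut at about 17% in these data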;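 note: 0% = plate median of compound wells and 100% = probe without SIAE protein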
# mABHD4 FP: ABHD4 (mouse) inhibition, primary FP screen; Q8VD66; inhibition, % at 8.92 µM; 370,000 compounds, 0.54% hits; purified mABHD4, FP-Rh probe fluorescence polarization;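 active = inhibition exceeding the mean over every tested compound plus 3 SD, cut at about 30% in these data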;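 note: 0% = plate median of compound wells and 100% = S159A mutant with DMSO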
#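 Assay system: mouse ABHD4 enzyme, wild type / Also added: fluorescent activity-based probe FP-Rh / Doses: single nominal dose of 8.92 µM, 0.89% DMSO final / Timing: 45 min compound pre-incubation plus 60 min probe step, 25 °C / Signal: FP readout, ex 525 nm / em 598 nm / Control set: S159A mutant/DMSO as 100%, compound-well median as 0%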
# TCR CD3 inh: inhibitors of human TCR-CD3 interaction | TAMRA-labeled TCR probe fluorescence, biochemical | inhibition, % at 9.4 µM | AID 651800 | 360,000 compounds, 0.37% hits; in the data active = inhibition above about 19%;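 note: recombinant mutant TCR 2C K166C tagged with TAMRA read by polarization; 0% = receptor in buffer alone and 100% = receptor with positive control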
# The depositor's hits bear a star; . = no result given.
compound,TDP2 absorb,SIAE primary,Tn7 DDE FP,HTRA1 inhibitor,UHRF1 MBD2 ctr,mABHD4 FP,LEDGF integ inh,PG9 binder,TCR CD3 inh,PRMT1 FP inh
CCCCOc1ccc(C(=O)NCC(=O)NCc2ccccn2)cc1,-2,-4,-4,0,-3,-3,6,-0.4,0,-1
CC1=CSC2=NC(=O)/C(=C\c3cccn3-c3ccc([N+](=O)[O-])cc3)C(=N)N12,-9,-7,3,-6,1,-2,0,-0.7,2,0
CCc1ccc(Nc2cc(=O)n(C3CCCCC3)c(=O)[nH]2)cc1,3,3,2,-3,-2,3,3,0.5,-6,-1
CCC1(CC)NC(=O)N(CC(=O)OCn2nnc3ccccc3c2=O)C1=O,-1,-5,3,4,21*,8,1,-2.8,3,-5
CCOc1ccc(Oc2c(/C=N/NC(=O)COc3ccccc3OC)c(C)nn2-c2ccccc2)cc1,0,-17,-5,-78,1,-31,0,-1.2,1,0
CCc1nnc(NC(=O)c2ccc(S(=O)(=O)N(CC)Cc3ccccc3)cc2)o1,2,-4,-1,2,0,-15,1,-0.7,3,1
COc1ccccc1C(=O)N1CCN(C(=O)c2oc3ccc(C)cc3c2C)CC1,-9,6,6,8,3,0,0,1.0,-1,0
Cc1ccc(S(=O)(=O)Nc2ccccc2OC(C(=O)OC(C)(C)C)C(=O)OC(C)(C)C)cc1,2,0,0,.,2,-9,-2,0.1,0,6
CCN(CC)C(=O)c1c(C)[nH]c(=S)c(C#N)c1-c1ccco1,6,4,-2,4,1,2,1,0.1,5,15
CC1CCCC(NC(=O)CN2CCN(S(=O)(=O)c3ccc(Br)s3)CC2)C1C (centres undefined),12,-5,6,-5,-5,1,0,0.1,0,-2
CCOc1ccccc1C(=O)N(C)Cc1cc2cc(OC)ccc2[nH]c1=O,2,1,0,-3,1,2,0,-0.8,4,-2
CCOC(=O)N1CCN(S(=O)(=O)N2CCCC(C(=O)NCc3cc(Br)ccc3OC)C2)CC1 (centres undefined),-1,3,-2,-4,1,-3,-1,1.0,-1,3
O=C(CSc1ncc(-c2ccccc2)[nH]1)Nc1ccccc1F,2,2,4,-1,0,-1,0,0.4,14,1
Cc1ccc(CSCC(=O)NCc2cccs2)cc1,-8,5,6,1,0,2,-3,0.2,5,1
Cc1c(C(=O)Nc2ccc(F)cc2)oc2ccc(S(=O)(=O)N3CCC4(CC3)OCCO4)cc12,-3,-28,6,-48,-5,-6,1,0.7,13,-1
CCN(C(=O)CSc1nc2ccc(OC)cc2[nH]1)c1c(N)n(Cc2ccccc2)c(=O)[nH]c1=O,-3,1,4,-2,1,8,-5,-1.5,-8,2
Cc1ccc(C(=O)NNC2=Nc3cccc4cccc2c34)cc1,0,-2,-8,11,0,30*,0,-11,-4,1
CC(=O)C1=C(C)NC(SCc2cccc([N+](=O)[O-])c2)=C(C#N)C1c1ccco1 (centres undefined),6,0,5,-12,0,-3,1,2.6,-6,20
COc1ccc(NC(=O)CC2C(=O)N(CCc3ccccc3)C(=S)N2Cc2cccnc2)cc1 (centres undefined),-16,-1,5,-29,2,-8,1,-3.2,2,2
CS(=O)(=O)N1CCN(C(=O)Cc2ccccc2)CC1,11,-3,-3,-1,2,0,3,-0.5,0,3

# Additional entries.
compound,TDP2 absorb,SIAE primary,Tn7 DDE FP,HTRA1 inhibitor,UHRF1 MBD2 ctr,mABHD4 FP,LEDGF integ inh,PG9 binder,TCR CD3 inh,PRMT1 FP inh
CCC(CC)c1nnc(NC(=O)c2ccc(N3CCCCC3)c([N+](=O)[O-])c2)s1,-3,4,-4,-1,-3,2,0,-0.1,6,-4
Cc1nnc(SCC(=O)Nc2cc(S(=O)(=O)N3CCOCC3)ccc2N2CCCC2)s1,4,-3,0,3,-2,5,2,-1.1,-3,3
COc1ccc(N2CCCN(CC(=O)Nc3ccccc3C)CC2)cc1,9,3,1,.,-4,1,-4,.,.,3
Cc1ccc(Cl)cc1N1CCN(S(=O)(=O)c2c(C)nc3scc(C)n3c2=O)CC1,7,-2,4,1,0,2,-3,-0.5,-3,-2
Cc1occc1C(=O)N1CCN(S(=O)(=O)c2ccc(F)cc2)CC1,-5,2,-1,3,-2,2,4,-0.3,1,-4
CCCC(=O)OCCNc1cc(SCCC(=O)OC)c2nonc2c1[N+](=O)[O-],-2,-8,0,6,-12,3,-5,-0.9,-3,10
Cc1cc(=O)oc2cc(OCC(=O)Nc3ccccc3C(N)=O)c(Cl)cc12,-6,-9,3,4,-3,1,-3,-0.2,2,0
CCOc1cc(N2CCOCC2)c(OCC)cc1NC(=O)COc1cccc2cccnc12,-5,25*,4,32,-3,15,1,-2.1,-6,6
N#Cc1c(SCC(=O)Nc2ccc(C(F)(F)F)cc2)sc2c(O)cc(=O)[nH]c12,3,-12,3,-22,2,-2,4,-1.2,-4,14
C=C(C)CC1(NC(C)c2ccccc2)CCCCC1 (centres undefined),-13,-4,-10,1,9,-13,-10,-0.1,0,0
COc1ccccc1NC(=O)C(C)OC(=O)CCCc1c[nH]c2ccccc12 (centres undefined),3,4,4,-13,-1,-9,-1,-1.2,1,-2
CCOC(=O)c1sc(NC(=O)c2ccncc2)c(C#N)c1C,-4,-3,5,2,2,7,-1,1.2,-3,7
CN(Cc1cn(C)nc1-c1cccc(Cl)c1)Cc1nccn1C,-5,3,0,-6,1,4,0,-0.7,-2,1
O=C(/C=C/c1ccco1)NC(=S)N1CCCCC1,13,5,0,1,-3,7,0,-2.5,1,7
O=C(NNc1cc(Cl)ccc1Cl)C1CCC1,-23,-4,-3,7,2,-13,5,-3.3,6,-4
C/C(=N\NC(=O)c1cc(C)nc2ccccc12)c1ccccn1,1,-7,6,-5,-1,-3,-3,0.8,-2,3
CC(C)OC(=O)N(C)C[C@H]1OCc2cnnn2CCCC(=O)N([C@H](C)CO)C[C@@H]1C,-8,-1,4,-9,2,0,-1,-2.6,-7,6
Cc1ccc2c(c1)N(CCC(=O)NC1CCCCC1C)C(=O)CO2 (centres undefined),1,2,-4,-5,-3,-2,6,-1.4,2,-2
C=CCn1c(SCc2cccc(C#N)c2)nnc1-c1ccccc1O,1,-5,1,-2,3,0,-2,-1.0,-11,4
COc1ccc(NC(=O)CSc2ncnc3c2cnn3CCc2ccccc2)cc1,-4,-1,1,-3,-1,-13,-1,2.8,-7,1
CCc1cc2c(C)cc(C)cc2nc1SCC(=O)Nc1cc(C)on1,-11,-2,-7,-1,2,0,2,0.4,-4,-2
CC(C)C[C@H](NC(=O)c1nc[nH]c1C(=O)NCC(=O)OC(C)(C)C)C(=O)OCc1ccccc1,-21,-11,-2,-18,8,-40,1,1.0,-9,6

# In the list so far, 4 contain a Cl atom:
compound,TDP2 absorb,SIAE primary,Tn7 DDE FP,HTRA1 inhibitor,UHRF1 MBD2 ctr,mABHD4 FP,LEDGF integ inh,PG9 binder,TCR CD3 inh,PRMT1 FP inh
Cc1ccc(Cl)cc1N1CCN(S(=O)(=O)c2c(C)nc3scc(C)n3c2=O)CC1,7,-2,4,1,0,2,-3,-0.5,-3,-2
Cc1cc(=O)oc2cc(OCC(=O)Nc3ccccc3C(N)=O)c(Cl)cc12,-6,-9,3,4,-3,1,-3,-0.2,2,0
CN(Cc1cn(C)nc1-c1cccc(Cl)c1)Cc1nccn1C,-5,3,0,-6,1,4,0,-0.7,-2,1
O=C(NNc1cc(Cl)ccc1Cl)C1CCC1,-23,-4,-3,7,2,-13,5,-3.3,6,-4

# Ordered by SMILES length (low to high): part of the list above.
compound,TDP2 absorb,SIAE primary,Tn7 DDE FP,HTRA1 inhibitor,UHRF1 MBD2 ctr,mABHD4 FP,LEDGF integ inh,PG9 binder,TCR CD3 inh,PRMT1 FP inh
Cc1ccc(C(=O)NNC2=Nc3cccc4cccc2c34)cc1,0,-2,-8,11,0,30*,0,-11,-4,1
Cc1ccc2c(c1)N(CCC(=O)NC1CCCCC1C)C(=O)CO2 (centres undefined),1,2,-4,-5,-3,-2,6,-1.4,2,-2
CCC1(CC)NC(=O)N(CC(=O)OCn2nnc3ccccc3c2=O)C1=O,-1,-5,3,4,21*,8,1,-2.8,3,-5
CCOc1ccc(Oc2c(/C=N/NC(=O)COc3ccccc3OC)c(C)nn2-c2ccccc2)cc1,0,-17,-5,-78,1,-31,0,-1.2,1,0
CC1=CSC2=NC(=O)/C(=C\c3cccn3-c3ccc([N+](=O)[O-])cc3)C(=N)N12,-9,-7,3,-6,1,-2,0,-0.7,2,0
CC(C)C[C@H](NC(=O)c1nc[nH]c1C(=O)NCC(=O)OC(C)(C)C)C(=O)OCc1ccccc1,-21,-11,-2,-18,8,-40,1,1.0,-9,6
